Compound activity from PubChem BioAssay.
S1P4 antagonist: S1P4 receptor antagonists, primary screen, cell-based. Sphingosine 1-phosphate receptor 4 (Homo sapiens), O95977. S1P4-expressing cells, antagonist mode, reporter read-out. inhibition, % at 4.98 µM. actives 0.26% (n = 220,000). AID 1510, 2009; in the data active = inhibition above about 29%;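 note: 0% = wells stimulated with agonist and 100% = vehicle wells without agonist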
p47phox inh: p47phox/p22phox peptide binding inhibitors, primary screen, biochemical, uHTS, NADPH oxidase regulatory subunit. Neutrophil cytosol factor 1 (Homo sapiens), P14598. fluorescence polarization, 2 h. inhibition, % at 24.7 µM. actives 0.53% (n = 220,000). AID 1274, 2008;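 active = inhibition above about 30%, limit read from the data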;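 note: 0% = p47phox with labelled peptide and 100% = labelled peptide alone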
Target sequence (P14598 whole entry, looked up): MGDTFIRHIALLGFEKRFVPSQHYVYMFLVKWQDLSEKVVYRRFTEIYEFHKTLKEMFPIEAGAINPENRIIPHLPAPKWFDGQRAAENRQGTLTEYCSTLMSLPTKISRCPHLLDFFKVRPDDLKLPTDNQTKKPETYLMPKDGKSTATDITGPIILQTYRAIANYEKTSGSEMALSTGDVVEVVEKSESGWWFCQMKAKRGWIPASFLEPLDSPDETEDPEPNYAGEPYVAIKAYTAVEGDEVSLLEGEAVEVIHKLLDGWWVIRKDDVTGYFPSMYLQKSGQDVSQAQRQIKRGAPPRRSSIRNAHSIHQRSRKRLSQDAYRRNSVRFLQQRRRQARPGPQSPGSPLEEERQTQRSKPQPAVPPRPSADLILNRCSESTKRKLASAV
Ba/F3 V617F tox: reduced viability of JAK2V617F-dependent Ba/F3 cells, primary screen, JAK2V617F inhibitor project, cell-based, Ba/F3 EpoR-JAK2V617F, luminescence; ATP luminescence; AID 1446, 2008; inhibition, % at 5.6 µM; actives 1.1% (n = 220,000);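 active = inhibition above the campaign mean plus 3 SD over all tested compounds, cut at about 24% in these data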;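 note: cytokine-independent growth of Ba/F3 cells driven by EpoR plus mutant JAK2; 0% = DMSO-treated cells and 100% = JAK inhibitor I control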
BaF3 parental: parental Ba/F3 cell viability inhibition, counter-screen for JAK2V617F inhibitor project, murine pro-B, CellTiter-Glo luminescence; CellTiter-Glo ATP luminescence; actives 1.1% (n = 220,000); inhibition, % at 5.6 µM;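 active = inhibition above a per-campaign cutoff, the mean inhibition of all tested compounds plus 3 SD, cut at about 27% in these data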;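 note: 0% = DMSO wells and 100% = JAK Inhibitor I control wells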
NPY-Y1 PAM-ag: NPY-Y1 receptor potentiators or agonists, primary screen, cell-based; Neuropeptide Y receptor type 1 (Homo sapiens), P25929; NPY-Y1 expressing cells, potentiator/agonist activation; activation, % at 3.6 µM; actives 0.37% (n = 220,000); AID 1304, 2008; in the data active = activation above about 33%, passing the limit was not always enough;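 note: cells stimulated with NPY at EC10 then isoproterenol at EC100; 0% = low agonist plus stimulus and 100% = saturating agonist plus stimulus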
Target sequence (P25929 whole entry, looked up): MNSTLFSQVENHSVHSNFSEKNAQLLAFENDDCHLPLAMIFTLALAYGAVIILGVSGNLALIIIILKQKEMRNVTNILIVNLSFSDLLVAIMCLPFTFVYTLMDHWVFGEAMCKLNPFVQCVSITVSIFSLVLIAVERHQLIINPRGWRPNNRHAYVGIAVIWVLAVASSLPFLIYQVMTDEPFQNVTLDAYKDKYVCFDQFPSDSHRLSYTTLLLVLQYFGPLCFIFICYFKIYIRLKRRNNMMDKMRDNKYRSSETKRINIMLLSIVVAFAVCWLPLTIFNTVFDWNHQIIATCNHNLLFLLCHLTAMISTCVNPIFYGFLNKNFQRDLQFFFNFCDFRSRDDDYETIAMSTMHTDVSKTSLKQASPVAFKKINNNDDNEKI
S1P4 agonist: S1P4 receptor agonists, primary screen, cell-based; S1P4-expressing cell line, agonist reporter assay; activation, % at 4.98 µM; actives 0.35% (n = 220,000); in the data active = activation above about 11%;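 note: 0% = DMSO vehicle and 100% = reference agonist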
CHOP inhibitor: inhibitors of CHOP promoter induction, primary screen, cell-based, unfolded protein response, luciferase reporter | CHO-K1 CHOP-promoter luciferase, tunicamycin-induced, 15-18 h | inhibition, % at 10 µM | actives 3.8% (n = 220,000) | AID 2732, 2010;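 active = compounds that reduced the stress-induced luciferase reporter signal by more than about 70% of percent inhibition, limit read from the data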;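 note: 0% = tunicamycin plus vehicle and 100% = wells without tunicamycin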
NPY Y1 blocker: NPY-Y1 receptor antagonists, primary screen, cell-based. Neuropeptide Y receptor type 1 (Homo sapiens), P25929. HEK293-CNG Y1 cells, membrane potential fluorescence; NPY at EC95, then isoproterenol. inhibition, % at 3.6 µM. actives 1% (n = 200,000). AID 1040, 2008;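 active = inhibition above the campaign mean inhibition of all tested compounds plus 3 SD, cut at about 20% in these data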;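 note: 0% = DMSO wells given NPY plus isoproterenol and 100% = isoproterenol alone without NPY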
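Assay system: HEK293 cells with Y1 receptor plus CNG channel | Probe or stimulus: NPY (25 nM), isoproterenol (1 µM), Ro 20-1724 (25 µM) | Timing: Compound incubation 1 h at room temperature, readout 45 min post-stimulation | Measured by: Membrane-potential fluorescent dye readout | Benchmarks: High control isoproterenol alone, low control NPY with isoproterenol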
NPY2 pot ag: NPY-Y2 potentiators or agonists, primary screen, cell-based. cells expressing NPY-Y2, potentiator/agonist read-out. activation, % at 3.6 µM. actives 0.45% (n = 220,000). AID 1359, 2008; in the data active = activation above about 27%;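 note: cells stimulated with NPY near EC25 plus isoproterenol at EC100; 0% = vehicle plus submaximal agonist and 100% = vehicle plus saturating agonist; some results beyond the cut were filed as inactive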
The depositor's hits bear a star; · = no result given.

compound	S1P4 antagonist	p47phox inh	Ba/F3 V617F tox	BaF3 parental	NPY-Y1 PAM-ag	S1P4 agonist	CHOP inhibitor	NPY Y1 blocker	NPY2 pot ag
COc1ccc(-c2nc(N)ncc2-c2csc(C)n2)c(O)c1OC	-9	-5	2	3	-12	-1.4	-20	4	-10
O=C(COC(=O)C12CC3CC(CC(O)(C3)C1)C2)Nc1ccccc1OC(F)F	13	-3	2	4	-3	-2.3	15	-1	-4
O=C(NCC(c1ccco1)N1CCN(c2ccccc2)CC1)c1ccc2c(c1)OCO2 (centres undefined)	-20	-1	8	11	-22	-1.9	-12	7	-21
CC(=O)Nc1ccc(N2C(=O)CSC2c2cccc([N+](=O)[O-])c2)cc1 (centres undefined)	-4	-11	0	4	15	0.0	-3	0	11
O=C(Nc1nnc(CCN2CCCCC2)s1)c1ccccc1	-12	-6	1	5	-2	-1.4	-4	-2	-2
CCC1=NN2C(=N)/C(=C\c3ccc(SCc4ccco4)o3)C(=O)N=C2S1	-6	-152	-2	4	-3	3.0	6	4	15
CCOC(=O)c1ccc(N2C(=O)C3ON(c4ccccc4)C(c4ccco4)C3C2=O)cc1 (centres undefined)	-6	-46	-4	2	5	0.1	64	10	-12
Cc1ccc(N(CC(=O)NCC2CCCO2)S(C)(=O)=O)cc1Cl (centres undefined)	2	-11	3	0	2	1.4	18	-6	-11
CC1=NN(C(=O)c2ccccc2)C(O)(c2ccc(Br)cc2)C1 (centres undefined)	4	1	3	-2	5	0.6	3	·	-22
Cc1ccc(-n2c(N)c(C#N)c(-c3ccccc3)c(C#N)c2=O)cc1	-6	-15	0	6	-7	-3.4	-6	5	-3
O=C(N/N=C/c1ccccc1Br)c1ccc(CSc2cccc3cccnc23)cc1	8	-16	-3	4	-24	-3.8	3	3	-15
COc1ccc(NC(=O)N(C2CCCCC2)C2CCN(C(C)C)CC2)c(OC)c1	-1	-5	-2	10	14	0.3	27	9	-2
COC(=O)C(=N/Nc1ccccc1C(=O)OC)/C(C)=N/O	5	-17	-4	-3	-25	0.8	30	·	-1
Cn1c(N)c(C(=O)COC(=O)CNS(=O)(=O)c2cccc(Cl)c2)c(=O)n(C)c1=O	-4	-5	-1	2	9	-2.1	-6	2	3
CCN(CCCNC(=O)COc1cc(=O)n(C)c2ccccc12)c1ccccc1	-8	-3	-1	4	-9	-0.4	-18	4	-13
Cc1ccc(CNC(=O)c2ccc(Br)o2)cc1	-8	-1	1	1	-1	0.7	-34	9	-15
CC(=O)NCCC(=O)Nc1nc(C)c(Cc2ccc3c(c2)OCO3)s1	3	-5	-4	-2	-8	0.0	-17	4	-11
COC(=O)COc1ccc(S(=O)(=O)N2CCN(c3ccccc3)CC2)cc1	21	-2	-2	6	28	0.7	-10	-9	30*
CCN(CC(=O)Nc1ccc(C(=O)Nc2ccc(OC)cc2)cc1)Cc1nc2ccccc2c(=O)[nH]1	-7	-20	-2	2	5	-1.4	7	·	-1
NC1=NC(=O)C(Cc2cc(Cl)ccc2Cl)S1 (centres undefined)	7	-33	3	5	-6	-2.9	-30	0	-6
CCCOC(=O)c1ccc(Oc2cn[nH]c2-c2ccc(OCC)cc2O)cc1	-2	-2	1	1	0	-0.1	107*	-2	12
O=C(COC(=O)c1ccc(F)cc1F)Nc1ccc2[nH]c(=O)[nH]c2c1	-5	-12	1	7	2	2.0	-8	-1	-11
CCOC(=O)c1ccccc1-n1nnnc1C	-9	-7	-5	-2	11	0.1	21	·	6
Cn1c(=O)c2c(nc(NCCc3ccccc3)n2Cc2ccccc2)n(C)c1=O	-12	-8	2	7	-23	-1.2	61	13	-2
CCCc1c(C)c2cc(C)ccc2[nH]c1=O	-17	-1	-1	4	3	-2.6	8	6	-12
COc1cccc2c1OCC/C2=N\NC(=O)COc1ccccc1C	-25	-7	2	4	-9	1.6	17	2	-8
CCCC(=O)NCc1ccncc1	0	-13	3	10	1	2.6	14	1	1
O=C(CNC(c1ccccc1)c1ccccc1)Nc1ccc(F)cc1	-19	9	-1	5	1	1.1	23	15	6
COc1ccc(Br)cc1C(=O)NC(=S)Nc1cc(-c2nc3ccccc3[nH]2)ccc1C	-19	-26	-1	3	-42	0.4	-2	3	-15
COc1ccc(CNC(=O)Cn2nnc(-c3ccc(NC(=O)C4CCCCC4)cc3)n2)cc1	-27	0	1	2	11	2.4	-5	-2	1
CCN=C1SC(C(=O)Nc2cc(Cl)cc(Cl)c2)CC(=O)N1CC (centres undefined)	11	-4	2	5	1	-1.0	75*	2	-8
O=[N+]([O-])c1ccc2c(c1)OCCOCCOCCOCCOCCOCCO2	6	-4	1	4	-1	-0.4	5	-3	7
CCOc1ccc(N(CC(=O)Nc2ccc(OC)cc2)S(=O)(=O)c2c(C)[nH]c(=O)[nH]c2=O)cc1	-9	-6	-2	-1	4	-0.2	-25	3	-1
Cc1nc(NC(=O)CC(C)C)sc1-c1csc(Nc2ccc(Cl)cc2Cl)n1	-20	-37	-4	-2	12	0.3	26	0	20
CC(=O)c1cccc(NC(=O)c2ccc(N(Cc3ccccc3)S(C)(=O)=O)cc2)c1	8	-23	-4	-1	6	0.1	-13	-3	18
O=C(O)COc1c(-c2ccc(Cl)cc2)oc2ccccc2c1=O	-24	-5	2	5	-9	0.8	6	8	-16
COc1ccc(-c2cc(C(F)(F)F)c3c(n2)sc2c(O)cc(=O)[nH]c23)c(OC)c1	7	-51	-1	5	-11	0.3	38	3	-6
O=S(=O)(NC1=NCCC1)c1cccc(NS(=O)(=O)c2ccc(OC(F)(F)F)cc2)c1	-19	5	-6	-2	1	0.1	-8	0	3
O=C(O)C(Sc1ccncn1)c1ccccc1 (centres undefined)	-6	6	-2	-1	0	1.0	21	3	-6
O=C(O)c1ccc(CSc2nc(-c3ccccc3)cc(C(F)(F)F)n2)cc1	-27	-3	-1	8	-16	0.2	18	-2	10
CC(=O)Nc1sc(N)nc1-c1ccccc1	-6	-10	1	12	-5	0.1	8	-1	1
CCn1nnc(NC(=O)COc2ccc(C3CCCCC3)cc2)n1	-15	-5	2	2	37	0.5	57	-9	15
CCOC(=O)c1ccc(NC(=O)C2CCCO2)cc1 (centres undefined)	-7	-5	0	2	-12	1.6	-8	2	14
Cc1ccc(C(=O)Oc2cccc(NC(=O)c3cccs3)c2)cc1S(=O)(=O)N1CCOCC1	-1	-12	0	3	-10	1.4	-21	2	-17
Cc1ccc(Nc2cc(C)c3ccc(O)cc3n2)cc1C	75*	-7	0	1	-12	11*	79*	·	-4
COC(=O)c1cc(=O)n(Cc2ccc3c(c2)OCO3)c(=Nc2ccccc2)s1	2	-20	2	6	-3	-0.9	-37	0	9
Fc1ccc(OCc2nn3cnnc3s2)cc1	-8	1	-1	1	3	-1.0	24	1	-12
CCCS(=O)(=O)N1CCN(C2CCC(C)CC2)CC1 (centres undefined)	-7	-11	-3	7	10	2.5	-49	6	-11
COc1cc(NC(=S)NC(=O)c2ccccc2C)ccc1NC(=O)c1cccs1	-15	-6	-1	7	-34	-0.1	11	9	-17
Cc1cccc(-n2ncc3c(NCCCN4CCCC4=O)ncnc32)c1	-15	-7	5	9	6	0.7	17	-3	-11
COc1cccc(/C=N/Nc2nc(-c3cccnc3)nc3ccccc23)c1	0	-42	1	0	0	0.1	-15	·	5
O=C(NNc1c(Cl)cc(Cl)cc1Cl)c1n[nH]c(=O)c2ccccc12	8	-9	-1	2	-11	-0.1	-4	·	-7
Cn1c(CO)cnc1SCC(=O)c1ccc(Br)cc1	-15	-6	1	7	5	1.1	-3	-2	-7
CCOC(=O)CC1C(=O)NCCN1C(=O)Nc1ccc(Cl)cc1 (centres undefined)	-7	-7	-2	2	13	1.2	5	7	1
Cc1cc(C)c2sc(C)[n+](CCCS(=O)(=O)[O-])c2c1	-2	-24	0	7	2	0.3	-4	-2	-13
CCOC(=O)c1ccc(N2C(=O)C(CC(N)=O)N(CCc3ccc(OC)c(OC)c3)C2=S)cc1 (centres undefined)	-5	-2	-2	0	20	0.6	17	-4	13
CCOc1ccc(/C(CC)=N/NC(=O)C2(C)CC2(Br)Br)cc1 (centres undefined)	-9	-2	-4	3	7	0.7	53	3	8
Cn1cc(CN2CCCC(CO)C2)c(-c2ccc(Oc3ccccc3)cc2)n1 (centres undefined)	4	-5	-3	5	-4	-0.7	2	3	-4
Cc1ncc(S(=O)(=O)c2ccc(Cl)cc2)c(-c2ccccc2)n1	1	1	1	3	-1	2.4	14	3	5
CCOC(=O)CNC(=O)c1sc(NC(=O)c2cccc(F)c2)nc1C	-17	-13	-1	6	16	1.8	-6	1	9
Cc1cccc(NC(=O)C2CCN(c3nc(C)cc(C)n3)CC2)c1	-129	-18	0	3	3	0.3	28	1	-2
